Assay outcomes: PubChem, several laboratories
PfHsp90 yeast 2: growth inhibition of yeast expressing Plasmodium Hsp90. S. cerevisiae expressing PfHsp90, BacTiter-Glo ATP, 48 h; yeast lacking PDR1 and PDR3 efflux regulators. actives 0.32% (n = 310,000). inhibition, % at 9.4 µM;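 active = every replicate shows inhibition above about 80%, whatever the replicate mean, limit read from the data; inconclusive = mean inhibition reaches the set limit but some replicate falls short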;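 also: 0% = DMSO neutral controls and 100% = 20 µM radicicol positive controls; yeast relying on Plasmodium falciparum Hsp90 in place of its own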
Tat export inh: inhibitors of E. coli Tat protein transport. E. coli MC4100 TorA-mCherry Tat export, fluorescence. inhibition, % at 10 µM. actives 0.036% (n = 340,000). AID 488895;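 active = mean replicate inhibition at least 50% and at least half of replicates individually reaching 50%; inconclusive = only one of the two criteria met; inactive = neither criterion met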;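 also: exported cargo escapes ClpAP degradation while cytoplasmic cargo is degraded and loses fluorescence; 0% = median of neutral control wells and 100% = median of NaSCN control wells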
OPRM1-OPRD1 inv: inverse agonists of human mu-delta opioid receptor heterodimerization; P35372+P41143; actives 0.21% (n = 340,000); inhibition, % at 9.3 µM; cell-based MOR-DOR heterodimer luminescence, inverse agonism; in the data active = inhibition above about 22%, passing the limit was not always enough;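 also: 0% = cells with DMSO and 100% = wells without cells with DMSO; values of inactives mirror those of a sister screen read the other way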
Target sequence (P35372 whole entry, looked up): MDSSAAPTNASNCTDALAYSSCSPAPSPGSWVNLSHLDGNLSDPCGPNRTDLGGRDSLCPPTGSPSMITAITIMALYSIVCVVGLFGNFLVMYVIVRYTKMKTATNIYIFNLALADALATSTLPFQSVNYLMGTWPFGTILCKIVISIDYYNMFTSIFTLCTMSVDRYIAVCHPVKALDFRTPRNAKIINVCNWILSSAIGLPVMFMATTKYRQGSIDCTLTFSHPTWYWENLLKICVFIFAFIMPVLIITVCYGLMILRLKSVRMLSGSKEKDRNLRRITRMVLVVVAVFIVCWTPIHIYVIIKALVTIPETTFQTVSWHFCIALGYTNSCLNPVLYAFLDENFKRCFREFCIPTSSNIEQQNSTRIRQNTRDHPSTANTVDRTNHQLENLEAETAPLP
Target sequence (P41143 whole entry, looked up): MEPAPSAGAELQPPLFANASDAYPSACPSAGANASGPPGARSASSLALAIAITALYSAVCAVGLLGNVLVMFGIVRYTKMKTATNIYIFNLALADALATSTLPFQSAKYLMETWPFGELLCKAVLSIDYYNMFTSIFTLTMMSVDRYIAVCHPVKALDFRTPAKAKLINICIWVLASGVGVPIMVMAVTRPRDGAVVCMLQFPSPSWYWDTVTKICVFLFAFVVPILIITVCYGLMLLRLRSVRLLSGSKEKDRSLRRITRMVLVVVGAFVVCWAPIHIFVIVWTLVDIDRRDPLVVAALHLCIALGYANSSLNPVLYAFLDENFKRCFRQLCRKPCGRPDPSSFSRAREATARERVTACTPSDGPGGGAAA
PKA-R2B activ: activators of human PKA-R2B complex; AID 504700; actives 0.079% (n = 340,000); PKA-R2B holoenzyme dissociation, Cy5-IP20 fluorescence polarization; R2B truncated from residue 108, S112A mutant; 0% DMSO only, 100% 113 µM cGMP; activation, % at 11.4 µM; P22694+P31323;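 active = activation above a cutoff set at the mean over all compounds plus 3 SD, cut at about 18% in these data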;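 also: higher means more holoenzyme dissociation and a rise in polarization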
SUMO Mot1 rescue: SUMOylation pathway inhibition by Mot1-301 growth rescue; S. cerevisiae Mot1-301 growth rescue, ATP luminescence, 38.5C; percent above DMSO median, 100 means doubled; growth rescue, % at 18.8 µM; actives 1% (n = 320,000); AID 2716;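 active = every valid replicate shows activation above 250% relative to neutral control wells; inactive = the rest, any valid replicate at or below 250%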;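 also: OY570 slx delta 5 strain wells were the positive control but not used for scaling; some compounds called inactive have numbers as strong as hits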
AddAB inh: less growth of phage-infected E. coli with AddAB; E. coli expressing H. pylori AddAB, absorbance growth; inhibition, % at 11.9 µM; actives 0.29% (n = 330,000); in the data active = inhibition above about 12%;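 also: 0% = vehicle wells of infected cells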
HTR5A inv ctr: inverse agonist of human HTR5A in OPRM1-OPRD1 counter-screen; actives 0.083% (n = 340,000); inhibition, % at 9.3 µM; HTR5A cell line, luminescence, inverse agonism; in the data active = inhibition mostly above about 23%, no sharp cut-off; inactive = mostly below about 18%;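 also: 0% = cells with DMSO and 100% = no-cell wells with DMSO; some compounds called inactive have numbers as strong as hits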
phage Ecoli inh: E. coli growth loss with phage present | growth absorbance | actives 0.26% (n = 360,000) | inhibition, % at 11.9 µM | AID 651602; in the data active = inhibition above about 11%
PKA-R1A activ: activates the PKA-R1A holoenzyme complex. P00514+P68181. PKA-R1A dissociation, Cy5-IP20 fluorescence polarization; scaled: DMSO 0%, 113 µM cGMP 100%. AID 504707. actives 0.083% (n = 340,000). activation, % at 11.4 µM;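 active = percent activation above the mean of all tested compounds plus 3 SD, cut at about 19% in these data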;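 also: higher means more PKAc released from R1A so a rise in polarization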
OPRM1-OPRD1 ag: agonists of human mu-delta opioid receptor heterodimerization; P35372+P41143; activation, % at 9.3 µM; AID 504326; cells, OPRM1-OPRD1 heterodimerization, luminescence; actives 0.3% (n = 340,000); in the data active = activation above about 18%;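 also: 0% = vehicle-treated cells and 100% = reference agonist; values of inactives mirror those of a sister screen read the other way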
E coli growth: counter-screen for AddAB inhibitors: E. coli growth inhibition | actives 0.27% (n = 330,000) | inhibition, % at 11.9 µM | E. coli V3065 growth, OD600 absorbance, 18 h | AID 449728;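 active = inhibition above the campaign's mean inhibition across all tested compounds plus 3 SD, cut at about 9.9% in these data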;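 also: uninfected addAB+ strain grown without phage in ampicillin broth; 0% = DMSO wells and 100% = ciprofloxacin 0.95 µg/ml wells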
* = called active by the depositor; ? = inconclusive; nt = no result given.

mol	PfHsp90 yeast 2	Tat export inh	OPRM1-OPRD1 inv	PKA-R2B activ	SUMO Mot1 rescue	AddAB inh	HTR5A inv ctr	phage Ecoli inh	PKA-R1A activ	OPRM1-OPRD1 ag	E coli growth
O=C(C1CCC(Cn2c(=S)[nH]c3ccccc3c2=O)CC1)N1CCN(c2ccccc2)CC1 (stereo unspecified)	nt	-10	-11	-2	106	2.7	-40	5.3	-7	1.9	-0.2
CCC(C)(C)n1nnnc1C(c1cccnc1)N1CCCC(C)C1 (stereo unspecified)	10	2	14	-2	24	2.7	16	2.6	2	-2.9	-1.2
CCNC(=S)N1CCC(n2cnc3ccccc32)CC1	-11	-2	16	3	-7	3.2	-25	4.4	-2	-3.5	0.8
C=CCOc1c(CNn2nnnc2N)cccc1OC	-11	0	14	-3	-2	2.1	0	0.0	4	-2.5	-0.6
COC(=O)c1ccc(=O)n(-c2ccc(OC)cc2)c1	11	-6	12	-7	1	-2.4	11	4.1	10	-2.1	-0.7
O=c1c(-c2ccco2)[n+]([O-])c2ccccc2n1OCc1ccccc1[N+](=O)[O-]	3	-5	16	-2	4	2.4	-3	2.2	0	-2.7	-2.5
COC(=O)c1ccc(-n2nnnc2SCC(=O)Nc2ccccc2F)cc1	-3	6	2	-8	-4	0.3	8	-0.2	-1	-0.3	-0.8
CCN(CC)CCNC(=O)c1cc2c(=O)n(C)c3ccccc3c2n1C	nt	3	2	-7	-5	2.4	-3	1.8	6	-0.5	-2.4
CCOc1ccc(/C=N/NC(=O)Cc2csc(Nc3cccc(C(F)(F)F)c3)n2)c(OCC)c1	2	-7	-31	-5	nt	0.3	10	1.0	1	5.4	0.8
CCn1nnc(NC(=O)c2sc3ccccc3c2Cl)n1	-7	0	4	-8	nt	-0.3	-54	3.1	4	-0.6	0.8
COc1ccc(NC(=O)CN(C)C(=O)c2ccc(=O)[nH]c2)cc1	-7	-6	-2	-5	2	1.3	1	-1.1	1	0.3	-1.4
CCn1ncc([N+](=O)[O-])c1C(=O)Nc1ccc(C)c(C)c1	-13	7	-2	-12	580	2.7	0	3.0	3	0.4	-1.4
COc1cccc2cc(C(=O)Oc3ccccc3)c(=O)oc12	2	3	-5	-8	-8	2.8	3	-1.5	-6	1.1	-1.4
CC(=O)N1CCC2(CC1)CC(=O)c1cc(OCC(=O)N3CCOCC3)ccc1O2	-3	-1	10	-2	-13	2.5	-19	1.8	4	-2.0	4.1
CCCCn1c(N)c(N(CC(C)C)C(=O)CSc2ccc3c(c2)OCCO3)c(=O)[nH]c1=O	2	-7	4	4	0	0.3	-25	2.6	-6	-0.9	-0.3
Cc1ccccc1-n1c(=O)c2ccccc2n2cnnc12	nt	3	4	5	91	-0.3	-15	2.3	-5	-0.7	-0.6
CCN(CC)C(=O)c1[nH]cnc1C(=O)N[C@@H](CCCCNC(=O)OC(C)(C)C)C(=O)OC(C)(C)C	18	-2	10	-6	-1	-1.4	4	0.6	2	-1.9	0.5
CCOc1ccc(C(=O)Nc2cc(=O)n(C)c(=O)n2C)cc1	20	-4	10	-9	-5	-0.2	2	0.5	-7	-1.8	-0.5
C=CCN(CC=C)C(=O)COC(=O)c1ccc(Sc2ncn[nH]2)c([N+](=O)[O-])c1	nt	-6	18	-12	-5	0.3	5	2.6	-11	-3.9	2.1
COc1ccc(C2C(C(=O)NCc3ccccc3)=C(C)Nc3ncnn32)cc1OC (stereo unspecified)	2	-7	2	10	nt	1.7	14	3.0	1	-0.4	-1.6
Cc1cccc(N2CCN(S(=O)(=O)c3cccc4nonc34)CC2C)c1 (stereo unspecified)	6	-3	6	5	9	-2.1	27	1.6	-12	-1.2	1.4
COc1cc(C(c2nnnn2C(C)(C)C)N2CCN(C)CC2)cc(OC)c1OC (stereo unspecified)	7	0	0	-6	1	2.7	-4	-0.6	4	0.0	-0.7
CC(=O)Nc1ccc(NC(=O)C(C)OC(=O)c2ccc3c(c2)OCCO3)cc1 (stereo unspecified)	-7	6	-9	-13	86	2.9	4	2.7	6	1.7	1.3
CCOc1ccc(-c2noc(-c3ccncc3)n2)cc1OCC	-10	2	8	2	12	4.2	-23	2.3	-13	-1.5	2.8
Nn1c(SCC(=O)NCCC2=CCCCC2)nnc1C1CCCCC1	-19	4	11	-2	-12	0.2	10	1.5	-6	-2.2	0.6
O=C(Oc1ccc(/C=N/NC(=O)c2ccccn2)cc1)c1cccc(F)c1	-10	2	19	-4	93	4.1	-9	2.5	8	-3.5	2.0
COc1ccc(Sc2ccc(-c3nc4cnccn4c3NC3CCCCC3)cc2OC)cc1	-7	-5	0	-3	-6	4.5	3	3.7	0	0.0	0.0
O=C(Nc1cccc(O)c1)c1ccc2c(c1)C(=O)N(Cc1ccco1)C2=O	-11	-2	10	-2	-13	-3.5	-25	3.3	1	-2.0	-1.9
COc1cc(/C=N/NC(=O)c2cccs2)ccc1O	10	-3	11	-6	-4	-3.1	-11	0.1	-13	-2.1	-0.5
Cn1nc(C(=O)OCC(=O)Nc2ccc(S(N)(=O)=O)cc2)c2ccccc2c1=O	-43	-6	-11	-2	-5	1.4	10	1.7	-6	2.1	2.5
Cc1ccc(O)c(N=Nc2ccc(S(=O)(=O)N3CCCC3)cc2)c1	19	?	14	4	-12	-0.8	2	1.9	-2	-2.6	-0.1
Cc1cc(C(=O)N/N=C/c2cc([N+](=O)[O-])ccc2O)c2ccccc2n1	-8	5	20	0	-3	0.5	-32	3.3	5	-3.3	-1.7
O=C(CN1CCN(Cc2ccccc2)CC1)Nc1nnc(C(F)(F)F)s1	19	4	11	-2	15	-0.2	13	3.7	-8	-2.3	-0.1
Cc1c(Cl)c(C(=O)NC2CCCC2)nn1C	nt	-1	11	-4	5	-1.2	-21	1.4	-9	-1.8	-2.0
O=C(NCc1ccccn1)c1ccc(NS(=O)(=O)c2ccccc2)cc1	-39	-2	13	-5	-4	1.5	0	-0.2	4	-2.5	0.5
O=c1cn[nH]c2ccccc12	-7	2	6	4	-4	2.0	-21	-0.1	-5	-1.2	1.5
Cc1cc(C)n2nc(SCC(=O)N3CCCCC3C)nc2n1 (stereo unspecified)	-27	-1	3	-5	-7	1.3	-2	2.0	15	-0.7	0.1
O=C(O)CCc1ccc(S(=O)(=O)Nc2ccccc2N2CCCCC2)cc1	-4	5	11	-10	-1	0.0	7	-2.1	5	-2.7	-1.3
O=C(NC1CCCC1)c1ccc(S(=O)(=O)N2CCCC2)cc1	9	-10	14	-3	35	1.6	15	0.6	3	-2.5	-0.1
COc1cccc(/C=C2\CCc3ccccc3C2=O)c1	-6	7	-1	-3	-10	-0.9	9	1.5	-13	0.1	0.2
O=C(CSC1CCCCC1)N1CCN(c2ccccc2)CC1	-3	7	5	-8	-14	-1.4	11	1.2	4	-0.8	-0.8
CCOc1ccc(N(CC(=O)NCCSCc2ccco2)S(=O)(=O)c2ccc(C)cc2)cc1	-28	1	6	0	4	1.0	1	-0.2	-2	-1.0	-3.7
O=C(c1nc2ccc(Cl)cn2c1CN1CCCC(CO)C1)N1CCc2ccccc2C1 (stereo unspecified)	2	4	-26	-2	11	-1.2	-10	0.6	0	5.1	-1.9
CCn1c(SCc2ccc(C(=O)O)cc2)nnc1-c1ccc(Cl)cc1	5	-8	6	5	-10	4.5	9	-1.2	4	-1.2	-0.9
CC(C)(C)c1ccc(C(=O)Nc2cccc([N+](=O)[O-])c2)cc1	-26	9	-15	-21	121	4.6	13	1.3	-16	2.8	1.3
CC(C)C(=O)N1CCN(c2ccc(NC(=O)c3cccs3)cc2)CC1	-2	-3	12	-8	32	-0.9	-9	-0.2	-9	-2.3	-0.4
Cc1cccc(-n2ncc3c(N4CCCC4)ncnc32)c1	22	5	14	11	8	2.5	-1	3.6	-6	-2.6	-1.3
COc1cc(C2C(C#N)=C(N)OC3=C2C(=O)CC(C)(C)C3)cc2c1OCO2 (stereo unspecified)	3	-18	4	1	-1	2.8	-34	-0.8	-9	-0.8	-0.5
CCCN(CCC)S(=O)(=O)c1ccc(C(=O)Nc2cccnc2)cc1	-7	-3	12	7	-2	3.8	16	1.9	0	-2.1	-0.8
C=CCn1c(SCC(N)=O)nc2sc3c(c2c1=O)CCC3	-7	-13	1	-2	-10	0.2	-19	1.2	15	-0.1	-1.6
C=CCn1c(O)c(N=NC(=O)CNC(=O)c2cccs2)c2ccccc21	-2	-4	13	0	-8	1.1	5	4.7	-4	-1.8	0.4
CCN(c1ccc(OC)cc1)S(=O)(=O)c1csc(C(N)=O)c1	-11	-2	16	0	275*	-0.5	2	0.9	-5	-3.4	0.5

2 entries from above, field by field:
O=c1cn[nH]c2ccccc12
  PfHsp90 yeast 2: -7
  Tat export inh: 2
  OPRM1-OPRD1 inv: 6
  PKA-R2B activ: 4
  SUMO Mot1 rescue: -4
  AddAB inh: 2.0
  HTR5A inv ctr: -21
  phage Ecoli inh: -0.1
  PKA-R1A activ: -5
  OPRM1-OPRD1 ag: -1.2
  E coli growth: 1.5

Cc1cc(C)n2nc(SCC(=O)N3CCCCC3C)nc2n1 (stereo unspecified)
  PfHsp90 yeast 2: -27
  Tat export inh: -1
  OPRM1-OPRD1 inv: 3
  PKA-R2B activ: -5
  SUMO Mot1 rescue: -7
  AddAB inh: 1.3
  HTR5A inv ctr: -2
  phage Ecoli inh: 2.0
  PKA-R1A activ: 15
  OPRM1-OPRD1 ag: -0.7
  E coli growth: 0.1
